FID counter – compounds displacing fluorescent DNA intercalator, primary screen, artefact control for HCV NS3 helicase inhibitor project, biochemical, FID fluorescence; DNA fluorescent intercalator displacement; hit rate 0.17% among 290,000; inhibition, % at 7.9 µM; in the data active = inhibition above about 37%;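 also: 0% = vehicle and 100% = reference compound; higher means more ethidium bromide displaced from hairpin DNA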
CRFR2-BP ag – agonists of CRF-BP/CRF-R2 complex, primary screen, cell-based, HEK293, calcium dye fluorescence, uHTS. CRF-binding protein / CRF receptor 2 complex (human). calcium dye fluorescence (FLIPR); percent of saturating CRF peptide response. activation, % at 13.2 µM. hit rate 0.46% among 350,000. AID 588473, 2011;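 active = activation of at least 50%, plus an integration ratio under a set limit after plate pattern correction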;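 also: plate controls were neutral control wells without compound for no effect and CRF at EC100 for full effect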
NS3 helicase inh – inhibitors of HCV NS3 helicase, primary screen, biochemical, Cy5 molecular beacon fluorescence; Hepatitis C virus NS3 helicase; inhibition, % at 10.9 µM; NS3 helicase DNA unwinding; AID 1800, 2009; hit rate 0.56% among 290,000;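 active = inhibition above the mean of all tested compounds plus 3 SD, set per campaign, cut at about 35% in these data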;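 also: 0% = DMSO wells and 100% = thioflavine S control wells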
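System: HCV NS3 helicase fragment; control set: DMSO and thioflavine S; technique: Cy5 fluorescence at 0 and 60 min, beacon hairpin quenching; reagent: beacon DNA duplex substrate plus ATP; replicates: singlicate; schedule: 1 h reaction at 25 °C, ATP-initiated; medium: MOPS buffer pH 6.5 with MgCl2, DTT, Tween20, BSA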
MEKK2wt PB1 HTS – modulators of MEK5 binding to wildtype MEKK2, primary screen, biochemical, multiplex bead flow cytometry, Alexa488-MEK5; Mitogen-activated protein kinase kinase kinase 2 (Homo sapiens), Q9Y2U5; Alexa488-MEK5 binding to MEKK2 WT; actives lie on both sides; binding response (% of control), % at 10 µM; hit rate 1.1% among 290,000; AID 1531, 2009; in the data active = binding response below about 67% or above about 130%
MEKK3 PB1 HTS – modulators of MEKK3-MEK5 PB1 binding, primary screen, biochemical, wildtype MEKK3, multiplex bead flow cytometry, Alexa488-MEK5; Mitogen-activated protein kinase kinase kinase 3 (Homo sapiens), Q99759; bead-based flow cytometry, Alexa488-MEK5 binding to MEKK3; actives lie on both sides; 0 = blocked by unlabeled MEK5, 100 = vehicle; binding response (% of control), % at 10 µM; hit rate 1.4% among 290,000;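 active = binding response more than 3 SD above or below the average of its plate-row segment, actives on both sides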;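 also: Alexa488 bead fluorescence after subtracting the streptavidin-only scavenger bead signal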
Target sequence (Q99759 whole entry, looked up): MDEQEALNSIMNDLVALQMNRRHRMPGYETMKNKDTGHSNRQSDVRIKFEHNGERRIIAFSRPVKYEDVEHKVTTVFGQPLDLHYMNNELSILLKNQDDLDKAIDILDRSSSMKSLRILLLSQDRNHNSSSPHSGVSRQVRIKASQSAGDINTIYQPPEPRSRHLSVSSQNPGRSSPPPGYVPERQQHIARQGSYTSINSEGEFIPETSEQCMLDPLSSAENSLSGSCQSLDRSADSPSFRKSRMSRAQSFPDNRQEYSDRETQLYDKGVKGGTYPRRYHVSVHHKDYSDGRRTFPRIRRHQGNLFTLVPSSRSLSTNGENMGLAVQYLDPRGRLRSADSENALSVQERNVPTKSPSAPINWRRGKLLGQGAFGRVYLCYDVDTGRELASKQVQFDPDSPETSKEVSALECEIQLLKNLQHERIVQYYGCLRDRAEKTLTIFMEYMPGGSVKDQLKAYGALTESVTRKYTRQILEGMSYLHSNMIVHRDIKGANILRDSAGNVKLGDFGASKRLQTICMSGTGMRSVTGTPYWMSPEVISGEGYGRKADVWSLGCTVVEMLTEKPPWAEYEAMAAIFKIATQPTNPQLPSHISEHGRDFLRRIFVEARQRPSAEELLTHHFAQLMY
CRFR2-BP antag – antagonists of CRF-BP/CRF-R2 complex, primary screen, cell-based, HEK293, calcium dye fluorescence, uHTS | hit rate 0.59% among 350,000 | CRF-induced calcium fluorescence | AID 588475, 2011 | inhibition, % at 11.8 µM;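 active = inhibition of the ligand-induced calcium signal above about 50% at the single tested concentration, limit read from the data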
MEKK2mut PB1 HTS – MEK5 binding signal on mutant MEKK2 PB1, primary screen, biochemical, multiplex bead flow cytometry, Alexa488-MEK5 | AID 1530, 2009 | percent response, % at 10 µM | Alexa488-MEK5 binding to MEKK2 mutant | hit rate 0.35% among 290,000; in the data active = percent response above about 24%, passing the limit was not always enough; also: inactives centre near 1; some results filed as inactive read as strong as hits
GalR3 antag – GalR3 antagonists in HEK293 cells, primary screen, cell-based, fluorescence readout | inhibition, % at 3 µM | HEK293 GalR3-CNG cAMP membrane potential fluorescence; galR3 body fused to GalR1 C-terminus | Galanin receptor type 3 (Homo sapiens), O60755 | hit rate 0.44% among 360,000 | AID 651719, 2012;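 active = inhibition above the screen-wide average plus 3 SD, cut at about 13% in these data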;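 also: forskolin and galanin both at EC90 stimulate the cells; cAMP rise reported by CNG channel membrane potential dye signal; 0% = forskolin plus galanin with DMSO and 100% = forskolin alone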
Target sequence (O60755 1-299 limits assumed): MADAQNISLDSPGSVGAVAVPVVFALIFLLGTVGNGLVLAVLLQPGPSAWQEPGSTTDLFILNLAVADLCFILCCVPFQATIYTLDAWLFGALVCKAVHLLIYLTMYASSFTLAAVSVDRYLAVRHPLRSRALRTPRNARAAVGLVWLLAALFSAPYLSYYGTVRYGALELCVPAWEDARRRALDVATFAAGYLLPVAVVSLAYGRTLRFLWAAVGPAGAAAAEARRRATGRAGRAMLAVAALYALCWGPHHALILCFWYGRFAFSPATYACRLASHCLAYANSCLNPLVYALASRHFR
UBC9 SUMO inh – inhibitors of in vitro SUMOylation cascade, primary screen, biochemical, HTRF, uHTS; HTRF SUMOylation assay, SAE1/SAE2 + UBC9; hit rate 0.36% among 290,000; inhibition, % at 35 µM; in the data active = inhibition above about 50%, passing the limit was not always enough; also: strong numbers were not always called active
Target sequence (P63279 whole entry, looked up): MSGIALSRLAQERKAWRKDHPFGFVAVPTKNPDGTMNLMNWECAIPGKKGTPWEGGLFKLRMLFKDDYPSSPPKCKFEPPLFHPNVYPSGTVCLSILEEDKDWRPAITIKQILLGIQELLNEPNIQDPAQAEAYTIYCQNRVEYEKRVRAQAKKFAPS
* marks the source's active call; other numbers are inactive results; x = no result given; & = joins results of further samples; [ ] = dose if it differs, or a comment. An excerpt, so the mix of outcomes need not match the whole.

SMILES	FID counter	CRFR2-BP ag	NS3 helicase inh	MEKK2wt PB1 HTS	MEKK3 PB1 HTS	CRFR2-BP antag	MEKK2mut PB1 HTS	GalR3 antag	UBC9 SUMO inh
CCOc1ccc(NC2=CC(=O)CC(c3ccco3)C2)cc1 (centres undefined)	1	0.0	14	100	98	8	-9	-7	8
CCOC(=O)c1sc2nc(-c3ccccc3)ccc2c1N	3	-0.1	-7	98	100	16	0	1	17
CN(C)CCN1C(=O)c2oc3ccc(F)cc3c(=O)c2C1c1ccncc1 (centres undefined)	2	-1.9	0	117	114	21	5	x	20
O=C(CCl)N1CCN(S(=O)(=O)c2ccc3ccccc3c2)CC1	-9	-0.5	-6	105	107	0	6	-2	9
COc1ccccc1N(CC(=O)NCCSc1ccc(Cl)cc1)S(C)(=O)=O	-11	-1.8	7	103	102	-22	1	-4	-2
Cc1cc(N2CCOCC2)nc2ccc(NC(=S)N3CCN(Cc4ccccc4)CC3)cc12	0	0.7	-66	94	92	-9	-10	-9	-7
COc1cccc(OC)c1NC(=O)C1CCCN1C(=O)NCc1ccccc1 (centres undefined)	-11	0.1	6	109	108	-4	3	0	24
N#Cc1ccc(OCC(=O)NCC2(N3CCCCC3)CCCCC2)cc1	-2	-1.1	-9	103	104	-1	-1	-5	11
[O-][n+]1onc2c1CCc1nnc(-c3ccccc3)cc1-2	5	1.9	-13	94	94	-22	-3	9	-1
CCN(C(=O)CSc1nncn1-c1ccccc1)c1c(N)n(Cc2ccccc2)c(=O)[nH]c1=O	-6	0.0	5	89	63*[inhibitor]	-8	-2	1	-8
Cc1ccc(C(=O)CC2(O)C(=O)N(C)c3ccccc32)o1 (centres undefined)	-3	0.0	-2	103	102	-3	4	3	24
Cc1cc(NC(=O)Cn2ccsc2=N)c([N+](=O)[O-])cc1C	5	-0.1	2	103	106	-11	4	-4	-1
Cc1cccn2c(=O)c3cc(C(=O)NCCN4CCOCC4)c(=N)n(CCCN4CCOCC4)c3nc12	79*	0.4	19	102	101	-3	3	-8	22
CC1=CC2=NC(=O)CC(C)(C(=O)N(CC(=O)NC3CCCC3)c3cc(C)cc(C)c3)N2C=C1 (centres undefined)	-15	-1.5	21	128	150*	5	6	-6	31
CCCCCc1c2c(cc(O)c1C(=O)O)OC(=O)c1c(cc(OC)cc1C(=O)CCCC)O2	-6	-1.4	6	75	82	49	1	x	x
CCCCNC(=O)CN1C(=O)NC2(CCOc3ccccc32)C1=O (centres undefined)	-11	0.0	11	97	100	-1	2	-4	1
CCc1nnc(NC(=O)c2ccc(NC(=O)C(C)C)cc2)s1	-8	-0.4	7	103	104	-14	1	1	11
C=CCN=C(NC#N)SCC(=O)NC(C)(C)C	4	0.1	3	107	108	-5	15	0	-9
CC(=O)Nc1ccc(S(=O)(=O)n2nc(C)cc2C)cc1	2	0.3	-5	110	106	-5	5	-1	3
CCOC(=O)C1CCCCN1Cc1ccc(F)cc1 (centres undefined)	0	-0.9	2	94	95	7	-4	-4	0
O=C(NCc1ccco1)C1CCCN(S(=O)(=O)c2cnc[nH]2)C1 (centres undefined)	1	0.1	-3	105	109	0	3	3	4
CC(C)OC(=O)CCC/C=C\C[C@@H]1[C@@H](CC[C@@H](O)CCc2ccccc2)[C@H](O)C[C@@H]1O	-52	x	-6	118&102	118&100	x	6&-2	x	-21
O=C(/C=C/c1ccccc1)NCC(=O)N/N=C/c1ccccc1[N+](=O)[O-]	-17	1.4	11	97	94	-5	-14	-5	10
O=C(CN1C(=O)CCC1=O)NCC12CC3CC(CC(C3)C1)C2	-4	-0.2	-13	106	105	2	9	2	12
Cc1ccc(/C=C(\NC(=O)c2ccc(C)cc2)c2nc(=S)[nH][nH]2)cc1	-13	-1.5	3	79	94	11	-5	-7	4
Cc1[nH]n(-c2ccccc2)c(=O)c1C=Nc1ccc(S(=O)(=O)Nc2nccs2)cc1	1	-2.3	1	103	103	26	7	-6	4
O=S(=O)(/N=C(/Nc1ccccc1F)c1ccccc1)c1ccccc1	-4	-0.2	-1	106	97	-18	-1	-6	-7
CN(C(=O)CN1C(=O)C2C3CC(C(Br)C3Br)C2C1=O)C1CCCCC1 (centres undefined)	-22	11	-2	98	101	-23	-3	-8	-7
Cc1ccc(NC(=O)CCc2nc3ccccc3[nH]2)cc1C	-5	-3.8	2	97	95	-13	-9	-2	-5
CCn1c(C)cc(/C=C2/SC(=S)N(CC(=O)O)C2=O)c1C	-30	14	19	100	104	-46	0	0	9
CCCC(c1nnnn1C(C)(C)C)N1CCN(Cc2ccccc2OC)CC1 (centres undefined)	5	-4.7	-13	97	102	37	0	9	14
Cc1ccc(S(=O)(=O)N2CCCCC2)cc1NC(=O)CSc1ccc2c(c1)OCCO2	-17	-1.6	-1	108	97	20	1	0	12
O=C(Nc1ccccc1F)c1ccccc1-c1ccccc1	-2	-0.2	-4	95	99	-8	-5	-4	8
CCCn1nnnc1NC(=O)COc1ccc(Cl)cc1C	-9	-0.9	7	x	x	1	x	-6	-12
COc1ccc(CCN(C)C(=O)c2c(C)nn(-c3ccccc3)c2C)cc1OC	-34	-0.8	-1	110	104	2	5	-2	2
COc1ccc(CCNC(=O)Cc2ccc(Cl)cc2)cc1OC	-6	-0.7	-1	108	102	9	3	-2	-3

One compound at a time, from the list above. Values in the order: FID counter | CRFR2-BP ag | NS3 helicase inh | MEKK2wt PB1 HTS | MEKK3 PB1 HTS | CRFR2-BP antag | MEKK2mut PB1 HTS | GalR3 antag | UBC9 SUMO inh
Listed for COc1ccc(CCN(C)C(=O)c2c(C)nn(-c3ccccc3)c2C)cc1OC → -34 | -0.8 | -1 | 110 | 104 | 2 | 5 | -2 | 2
Listed for CCN(C(=O)CSc1nncn1-c1ccccc1)c1c(N)n(Cc2ccccc2)c(=O)[nH]c1=O → -6 | 0.0 | 5 | 89 | 63*[inhibitor] | -8 | -2 | 1 | -8

Additional entries:
SMILES	FID counter	CRFR2-BP ag	NS3 helicase inh	MEKK2wt PB1 HTS	MEKK3 PB1 HTS	CRFR2-BP antag	MEKK2mut PB1 HTS	GalR3 antag	UBC9 SUMO inh
Cc1ccc(NC(=O)C2CCN(C(=O)NCc3ccccc3)CC2)cc1C	-32	0.4	-5	98	97	4	3	-8	-2
O=C1C(Cl)=C(N2CCOCC2)C(=O)N1c1cccc(Cl)c1	3	-1.2	12	99	99	-46	1	-6	6
CN(CC(=O)Nc1ccc(S(=O)(=O)N2CCCC2)cc1)Cc1c(F)cccc1Cl	-24	3.8	-2	107	112	14	1	0	3
S=C(NCCc1ccccn1)NC1CC2CCC1C2 (centres undefined)	-5	-1.2	-24	103	102	5	2	-4	10
CCOC(=O)c1c(-c2ccc(OC)cc2)csc1NC(=O)CCN1C(=O)c2ccccc2C1=O	-1	0.7	29	103	100	9	8	x	-24
CC1CCCN(c2nc(-c3cccnc3)nc3scc(-c4ccccc4)c23)C1 (centres undefined)	-7	-0.1	-7	106	98	-9	6	-3	0
O=C(CSc1ncn[nH]1)Nc1nnc(-c2ccccc2)s1	4	1.4	0	109	101	5	-2	x	18
O=C(N/N=C/c1ccc(Cl)cc1)c1sccc1OCc1ccc(F)cc1	-4	1.3	-5	93	90	-19	-11	-12	-3
COc1ccc(C(=O)CSc2nnc(-c3cnccn3)n2Cc2ccco2)cc1	-23	-1.9	26	96	100	-10	0	-4	3
O=C(CCC(=O)Nc1ccc(F)cc1)N/N=C/c1cccs1	-3	-1.8	-7	104	104	-15	4	-6	-2
CCOc1ccc(C(C)NC(=O)c2cc(=O)[nH]c3ccccc23)cc1OCC (centres undefined)	-21	-0.6	-1	103	101	4	-1	5	10
Cc1ccc2sc(N(CCCN(C)C)C(=O)c3ccc(Br)s3)nc2c1C	46*	4.8	-10	479*	140*	-20	218*	-9	-5
O=C(CSc1ccc2nnc(-c3cccnc3)n2n1)NCc1ccco1	-3	1.8	0	113	110	6	2	3	4
CCCOC(=O)c1sc2nc3c(cc2c1N)C(=O)CCC3	4	-1.2	6	102	100	-3	3	-3	12
Cc1ccc(C(=O)CCC(=O)O)cc1	0	x	-8	106	100	x	4	x	-2
COc1cc(OC)cc(C(=O)N2CCN(Cc3ccc4c(c3)OCO4)CC2)c1	-12	-4.7	-3	102	99	14	2	-7	14
CCOc1ccc(NC(=S)NCCCN2CCN(C3CCCCC3)CC2)cc1	8	0.5	1	97	98	-3	-2	-1	-5
O=C(CCNS(=O)(=O)c1ccc2c(c1)CCC(=O)N2)Nc1ccc(F)c(F)c1	-5	1.2	17	100	101	7	-2	6	x
CC(C)C[C@H](NC(=O)OC(C)(C)C)c1nnc(SCC(=O)Nc2ccc(Br)cc2)o1	-23	2.5	-7	96	95	-63	-4	-6	6
O=c1nc(-c2ccccc2)c2ccccc2[nH]1	0	0.2	2	102	99	9	1	0	28
Cc1ccccc1OCC(=O)Nc1ccc(N2CCN(S(C)(=O)=O)CC2)cc1	-15	-0.7	2	112	104	-3	4	-2	-10
Cc1ccccc1C(=O)N/N=C/c1ccccn1	0	-1.3	-12	100	101	-8	-2	0	-4
S=c1[nH]ccn1-c1cccc(Cl)c1Cl	-2	-6.7	-15	99	102	-2	-1	-4	1
O=C1Nc2ccc(S(=O)(=O)N(CCO)CCO)c3cccc1c23	-2	-0.9	-7	108	104	6	5	1	27
CCCCC(=O)OCC(=O)c1cc(C)n(-c2c(C)n(C)n(-c3ccccc3)c2=O)c1C	-19	-1.9	-5	83	65*[inhibitor]	23	-3	-11	3
COc1ccccc1CN1CC(C(=O)NCCCc2ccc(F)cc2)CCC1=O (centres undefined)	-37	-3.5	-9	108	104	2	0	2	2
COc1cc(C2Nc3ccc4ccccc4c3C3=C2C(=O)CC(C)(C)C3)ccc1OC(C)C(=O)O (centres undefined)	-22	-0.1	-4	100	99	-2	1	-10	32
COc1cccc(CNC(=O)CCCc2nnc3n(C)c(=O)c4sccc4n23)c1	-19	2.2	1	106	105	-17	3	1	23
Cc1ccc(C)c(C(=O)COC(=O)CNS(=O)(=O)c2ccccc2)c1	-26	1.7	4	98	100	-11	-2	-9	-3
COc1ccccc1CNC(=O)c1cc(-c2cccnc2)nc2ccccc12	-25	-4.9	-7	93	86	-6	0	5	8
COCCCNc1nnc(Cc2ccccc2)c2ccccc12	15	-1.8	-19	97	104	26	0	-9	7
CN1CCN(c2ncnc3c2cnn3-c2ccc(Cl)cc2)CC1	5	0.0	0	108	101	-9	7	-5	14
Cc1ccc(S(=O)(=O)CCc2nc3ccccc3[nH]2)cc1	2	1.0	2	96	97	-13	-9	3	20
CCc1ccc(/C=C2\CN(CC)Cc3c2nc2ccccc2c3C(=O)O)cc1	3	12	-35	100	98	-35	3	-4	43
COc1ccc(-c2ccc3ccccc3n2)cc1OC	-25	0.7	-9	92	87	-3	-8	-1	18

Bioassay records deposited in PubChem by several laboratories.
